# HT1080 IDH1KD tx = toxicity to HT-1080 IDH1 knockdown cells (counter line); HT-1080 IDH1 knockdown viability, ATP luminescence, 48 h; Potency, µM (titrated, usually from 46.1 µM), for inactives: top-dose activity, negative = toxicity, usual class: cytotoxic; hit rate 2% among 360,000; AID 686971;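 further: potency means the concentration at half of the fitted maximal effect; 0% = DMSO wells and -100% = cell-free medium wells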
#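 Luminescent ATP read-out (CellTiter-Glo, 10 min at room temperature) after 48 h compound exposure at 37 °C gave viability of IDH1-knockdown HT-1080 cells. Activity was normalised to DMSO and cell-free wells, then fitted as concentration-response curves.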
# KB-3-1 tox = kills parental KB-3-1 adenocarcinoma cells; KB-3-1 viability, CellTiter-Glo ATP luminescence, 72 h; Potency, µM (highest dose often 46.1 µM), for inactives: top-dose activity change, negative = cytotoxic, usual class: cytotoxic; hit rate 1.4% among 400,000; AID 1347075; further: potency means the concentration at half of the fitted maximal effect; on the % scale 0 is the no-effect control and ±100 the full control effect; nearly all actives have a fitted effect of over 60% in size
#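 Cells are dispensed, compounds pinned in, plates held at 37 °C for 72 h, then CellTiter-Glo is added and luminescence read after 10 minutes. Cell line: parental KB-3-1 in phenol-red-free DMEM, 10% FBS.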
# HT1080-NT tox = kills 2HG-producing HT-1080-NT fibrosarcoma cells; HT-1080-NT fibrosarcoma viability, CellTiter-Glo ATP luminescence, 48 h; Potency, µM (top dose mostly 46.1 µM), for inactives: at the top dose activity, negative = less viability, most hits filed as cytotoxic; hit rate 1.6% among 360,000; AID 686970;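 further: NT is the 2HG producing partner of a matched IDH1 knockdown line; potency means the concentration at half of the fitted maximal effect; 0% = DMSO-treated cells and -100% = media-only wells without cells; nearly all actives have a fitted effect of over 55% in size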
#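 Toxicity toward the 2HG-producing NT line was scored as %Activity, normalised to DMSO and no-cell wells, from CellTiter-Glo luminescence after 48 hours' treatment.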
# IL1B secr inh = inhibitors of inflammasome signaling (IL-1 beta secretion) | AID 743279 | activity change, % at 57.5 µM | THP-1 LPS/ATP IL-1B secretion, AlphaLISA, 16 h; hits give low values | hit rate 4.7% among 360,000; in the data active means activity change below about -50%; inconclusive means mostly about -30% to -49%; further: on the % scale 0 is the no-effect control and ±100 the full control effect
#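 Secreted IL-1B measured by AlphaLISA bead assay after 16 h compound exposure of THP-1 cells; compounds (final up to 57.5 uM) added 1 h before LPS (250 ng/mL) and ATP (1.25 mM) stimulation; lower signal means less secretion.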
# S2 tox = reduces viability in counter-screen for ATXN expression inhibitors; S2 cells (HEK-293 line with an ATXN2-luciferase reporter) viability, CellTiter-Fluor protease fluorescence, 24 h; Potency, µM (highest dose often 56.7 µM), actives largely listed as cytotoxic; hit rate 0.49% among 400,000; AID 651635; further: potency means the concentration at half of the fitted maximal effect; nearly all actives have a fitted effect of over 40% in size
# ATXN2 expr inh = inhibitors of ATXN2 expression | HEK-293 ATXN2-luciferase reporter, luminescence, 24 h | Potency, µM (doses to about 57 µM), for the others: at the top dose activity change, negative = inhibition, usual class: inhibitors | hit rate 0.72% among 360,000 | AID 1745845; further: potency means the concentration at half of the fitted maximal effect; on the % scale 0 is the no-effect control and ±100 the full control effect; nearly all actives have a fitted effect of over 55% in size
#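 ATXN2-luciferase reporter cells (luciferase flanked by upstream and downstream ATXN2 gene portions) were treated 24 h at 37 °C with compounds at up to 57 uM. SteadyGlo luminescence gave expression; GF-AFC fluorescence gave viability.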
# SW480 rerep = DNA re-replication induction in SW480 cells. hit rate 1.8% among 340,000. SW480 DNA re-replication, Hoechst DNA content imaging, 48 h. Potency, µM (series often up to 46.1 µM), for the others: top-dose re-replication activation, actives largely listed as activators; further: potency means the concentration at half of the fitted maximal effect; % of control where 0% means no effect; nearly all actives have a fitted effect of over 55% in size
#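 First, 250 cells per well were seeded. Next, compound or vehicle (23 nL) was pinned in, plates sat 48 hr at 37 C. Finally Hoechst was added for 40 min before fluorescence scanning.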
# MCF10A rerep = inducers of DNA re-replication in MCF 10A breast cells; Potency, µM (top dose mostly 46.1 µM), for inactives: at the highest dose activity, positive = re-replication, actives largely listed as activators; hit rate 2.9% among 350,000; MCF 10A DNA re-replication, Hoechst nuclear intensity, 48 h; further: potency means the concentration at half of the fitted maximal effect; % of control where 0% means no effect; nearly all actives have a fitted effect of over 50% in size
# KB-V1 MDR tox = KB-V1 MDR subline cytotoxicity | KB-V1 MDR cells viability, CellTiter-Glo, 72 h | Potency, µM (top dose mostly 46.1 µM), for the others: at the top dose activity change, negative = cytotoxicity, usual class: cytotoxic | hit rate 3.4% among 400,000; further: potency means the concentration at half of the fitted maximal effect; on the % scale 0 is the no-effect control and ±100 the full control effect; nearly all actives have a fitted effect of over 60% in size
#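 Compound-treated KB-V1 multidrug-resistant cells, 72 h, 37 degrees C; viability by CellTiter-Glo. Fitted qHTS curves give the values.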
# * hit, by the source's call; i = inactive; ? = inconclusive; . = no result given; & = joins results of further samples; [ ] = another dose, or the depositor's remark. Unless noted, the call rests on the fitted dose curve; in most records, active means well fitted curve in the direction sought with a large enough effect; inconclusive means small, poorly fitted or top-dose-only effect, or another doubt; inactive means no such curve, though single readings can be large; an effect the other way counts as inactive or inconclusive.
SMILES,HT1080 IDH1KD tx,KB-3-1 tox,HT1080-NT tox,IL1B secr inh,S2 tox,ATXN2 expr inh,SW480 rerep,MCF10A rerep,KB-V1 MDR tox
O=[N+]([O-])c1ccccc1C1Nc2cccc3cccc(c23)N1,-26%,1%,-11%,-66*,?,?,?,18%,6%
CC1CCN(c2nnc(N3CCC(C)CC3)c3ccccc23)CC1,4%,5%,20%,-2,i,-2%,-5%,0%,29%
O=C(O)c1ccc(CSc2nc3ccccc3[nH]2)cc1,-1%,2%,7%,0,i,0%,?,4%,-2%
Cc1ccccc1S(=O)(=O)NC(=O)C1(C)CCN1C(=O)C1(c2ccc(Cl)cc2)CC1 (centres undefined),28%,0%,1%,23,i,13%,.,.,19%
O=[N+]([O-])c1cc(S(=O)(=O)/N=C(/c2ccccc2)N2CCOCC2)ccc1Cl,-9%,-2%,-5%,?,i,.,-2%,-4%,-5%
Nc1ccc(S(=O)(=O)NC(=O)c2ccccc2)cc1,15%,0%,-3%,-25,i,-8%&16%,-4%,-11%,13%
COc1ccc2c(C(=O)CCl)c[nH]c2c1,?,?,?,-15,i,0%,?,?,0%
CCN1CCN(c2cc(C)c3cc(NC(=O)/C=C/c4cccc(Cl)c4)ccc3n2)CC1,.,?,.,.,?,-18%,.,.,?
Cc1c(C(=O)O)sc2nc(/C=C/c3cccc(O)c3)[nH]c(=O)c12,24%,-2%,23%,22,i,-31%,?,7.3µM*,9%
COc1ccc(Cn2nnnc2C(c2cccs2)N2CCOCC2)cc1 (centres undefined),9%,-5%,4%,9,i,4%,-8%,6%,0%
CCN(CC)S(=O)(=O)c1cc(NC(=O)C(C)N2CCN(c3ccccn3)CC2)ccc1C (centres undefined),-2%,-12%,0%,-1,i,-18%,8%[1.84 µM],3%,-24%
CCN(CC)S(=O)(=O)c1ccc(N2CCOCC2)c(NC(=O)c2[nH]c(C)c(C(C)=O)c2C)c1,?,-52%,-10%,55,i,.,2%,2%,?
N#C/C(=C\c1cccnc1)C(=O)Nc1ccccc1,19%,21%,22%,4,i,5%,0%,-2%,4%
CS(=O)(=O)c1ccc2nc(NC(=O)CCS(=O)(=O)c3ccccc3)sc2c1,21µM*,0%,-26%,-93*,32µM*,?,3.7µM*,3.3µM*,-22%
C=CCN(CC=C)C(=O)C(=O)c1cc(C)n(-c2ccc([N+](=O)[O-])cc2)c1C,-3%,-19%,-4%,10,i,-10%,-7%,-7%,7.3µM*
O=C(Cc1cccs1)NCc1ccco1,0%,17%,2%,-4,i,3%,2%,2%,29%
O=C(O)/C=C/C(=O)NCc1cn(-c2ccccc2)nc1-c1cccc(Br)c1,-14%,1%,-18%,-58*,i,5%,-126%[inhibitor],2%,21%
N/C(CC(=O)Nc1cc(C(F)(F)F)ccc1Cl)=N\O,0%,-1%,1%,0,i,.,1%,13%,-7%
Cc1ccccc1NC(=O)NNC(=O)CCc1ccccc1,2%,-1%,5%,-21,i,10%,-5%,2%,?
Cc1nc(C)c(C(=O)Nc2ccccc2)s1,5%,-1%,6%,-17,i,-25%,-2%,6%,26%
Cn1ncc(Cl)c1C(=O)N1CCN(c2ccccc2)CC1,0%,-10%,-2%,0,i,9%,-10%,-14%,-11%
O=C(Nc1ccccc1C(=O)OCc1cc(=O)n2nc(C3CC3)sc2n1)c1cccc(F)c1,.,-5%,.,.,i,7%,.,.,?
Cc1ccc(NS(=O)(=O)c2ccc(-n3cccn3)cc2)c(C)c1,-17%,-16%,2%,1,i,-31%,?,6%,-12%
COc1ccc(NC(=O)C2(C)CCCN(C(C)=O)C2)cc1F (centres undefined),10%,0%,1%,25,i,7%,.,.,-1%
Cc1csc(SCC(=O)Nc2ccccc2)n1,10%,2%,-2%,2,i,9%,-3%,23%,-33%

# The list goes on.
SMILES,HT1080 IDH1KD tx,KB-3-1 tox,HT1080-NT tox,IL1B secr inh,S2 tox,ATXN2 expr inh,SW480 rerep,MCF10A rerep,KB-V1 MDR tox
COc1cc([N+](=O)[O-])ccc1NC(=O)CCCOc1cc(C)ccc1C,21%,15%,22%,2,i,4%,-3%,-5%,?
Cc1ccc2nc(N(CCN3CCOCC3)C(=O)CCS(=O)(=O)c3ccccc3)sc2c1,-1%,-2%,-1%,?,?,3%,?,?,-7%
CCCC1NC(=O)c2cc3ccccc3cc2-n2c1nc1cc(Cl)ccc1c2=O (centres undefined),-2%,18µM*,-2%,22,?,-23%,.,.,12µM*
CCOc1cc(/C=N/NC(=O)N/N=C/c2ccc(O)c(OCC)c2)ccc1O,2.6µM*,6.5µM*,1.8µM*,?,i,68%[activator],?,?,0%
CCOc1ccc(N(C)S(=O)(=O)c2csc(C(N)=O)c2)cc1,2%,17%,6%,28,i,12%,-3%,-1%,9%
CCOc1ccc(-n2ccn3c(CC(C)CC(=O)O)nnc3c2=O)cc1 (centres undefined),.,-19%,.,.,i,3%,.,.,11%
COc1ccccc1NNC(=O)C(O)(c1ccccc1)c1ccccc1,-25%,15%,-22%,-4,i,-1%,0%,?,1%
CCOCC(=O)Nc1cc(C(F)(F)F)ccc1Oc1cccc(Br)c1,-5%,-1%,-1%,-7,i,-1%,-3%,3%,?
O=C(CN1CCC(O)(c2cccc(F)c2)CC1)NCCc1c[nH]c2ccccc12,-4%,-6%,-6%,-11,i,.,0%,12%,?
Cc1ccccc1NC(=O)CSc1ccc(-c2ccc(-n3cccn3)cc2)nn1,4%,15%,3%,8,?,9%,-4%,4%,1%
COc1cccc(C2C(C(N)=O)=C(C)Nc3ncnn32)c1 (centres undefined),.,-10%,.,.,i,11%,.,.,0%
COc1cccc(CN2CCCCC2C(=O)O)c1 (centres undefined),-10%,15%,2%,6,i,-22%[11.3 µM],-10%,3%,13%
O=C(CN1C(=O)NC(Cc2ccccc2)C1=O)Nc1ccc(OC(F)F)cc1 (centres undefined),-1%,-1%,-8%,-18,i,-5%,0%,2%,-6%
NC(=O)Nc1ccc(C(=O)OCC(=O)Nc2cccc(S(=O)(=O)NC3=NCCC3)c2)cc1,9%,?,0%,0,i,11%,-17%,-1%,24%
CC(C)N(Cc1nc(-c2ccc(Cl)cc2)no1)C(=O)C12CC3CC(CC(C3)C1)C2,13%,-2%,21%,29,i,-3%,2%,5%,17%
COc1ccc(CCNC(=O)COc2cc(C)cc3oc(=O)cc(C)c23)cc1,5%,3%,11%,-9,i,.,-16%,3%,5%
CN(CCO)S(=O)(=O)c1ccc2c(c1)C(=NNC(N)=O)c1cc(S(=O)(=O)N(C)CCO)ccc1-2,6%,3%,0%,0,i,0%,-9%,-5%,-1%
Cc1ccccc1NC(=O)CSc1nc2ccc(NC(=O)c3cccs3)cc2s1,.,?,.,.,i,-24%,.,.,-10%
CCOc1ccccc1OCC(=O)NN1Cc2ccccc2C1=N,4%,16%,5%,10,i,-11%,-2%[9.22 µM],-5%,4%
CC[C@]1(C(=O)OC)[C@H]2C(=O)N(Cc3ccccc3)C(=O)[C@H]2[C@H]2CN=C(SCc3ccc(C)cc3)N21,2%,0%,0%,19,?,1%,-5%,-10%,-1%
CC(C)(C)OC(=O)[C@H](Cc1ccccc1)NC(=O)c1nc[nH]c1C(=O)NC1CCNCC1,2%,17%,-6%,15,i,-10%,-2%,?,-7%
CCN(CC)CCN(CC(=O)N(C1CCCCC1)C1CCCCC1)C(=O)c1cccnc1,-1%,-1%,2%,-10,i,1%,-12%,5%,?
O=C(O)c1cc(N/N=C/c2ccc(N3CCOCC3)s2)ccc1Cl,0%,17%,4%,?,?,34%[activator],0%,0%,1%
O=C(CSc1ccc(-c2ccc(F)cc2)nn1)N1CCOCC1,-1%,-14%,14%,-3,i,-9%[11.3 µM],-2%,2%,-5%
Cc1ccc(C)c(N2CCN(S(=O)(=O)c3ccc4[nH]c5c(c4c3)CCCC5)CC2)c1,.,?,.,.,i,-14%,.,.,?

# Single records, as listed above. Screens in order: HT1080 IDH1KD tx | KB-3-1 tox | HT1080-NT tox | IL1B secr inh | S2 tox | ATXN2 expr inh | SW480 rerep | MCF10A rerep | KB-V1 MDR tox
# Cc1ccc(C)c(N2CCN(S(=O)(=O)c3ccc4[nH]c5c(c4c3)CCCC5)CC2)c1 in the list: . | ? | . | . | i | -14% | . | . | ?
# Cc1ccccc1NC(=O)CSc1nc2ccc(NC(=O)c3cccs3)cc2s1 in the list: . | ? | . | . | i | -24% | . | . | -10%

# Continued.
SMILES,HT1080 IDH1KD tx,KB-3-1 tox,HT1080-NT tox,IL1B secr inh,S2 tox,ATXN2 expr inh,SW480 rerep,MCF10A rerep,KB-V1 MDR tox
N#Cc1cccc(NC(=O)CSc2cccc[n+]2[O-])c1,10%,-2%,11%,4,i,5%,-6%,-6%,21%
Cc1[nH]nc2nc(SCC(=O)NCCC3=CCCCC3)n(-c3ccc(Br)cc3)c(=N)c12,?,?,21µM*,-4,?,.,21%,-2%,-16%
N#CC1(c2ccc(NC(=O)c3ccccc3F)cc2)CCCC1,-6%,?,-7%,-69*,i,71%[activator],2%,14%,23µM*
CCCCn1c(CNC(=O)C23CC4CC(CC(C4)C2)C3)nnc1SC(C)CC (centres undefined),?,?,?,-16,i,1%,7%,?,21µM*
CC1CC2CCCC(O)=C2C(=O)O1 (centres undefined),-2%,0%,-3%,-8,i,2%,2%,1%,4%
CCN(CC(=O)Nc1ccc(NC(C)=O)cc1)C(=O)CCCOc1ccc(C(C)(C)C)cc1,?,?,-30%,-1,i,-8%,-4%,?,?
CCOc1ccc(C2C(C#N)=C(N)N3C(=C2C#N)Sc2ccccc23)cc1 (centres undefined),7%,-3%,4%,27,?,31%,0%,2%,-6%
COc1ccccc1CNCC(=O)Nc1ccc(C(F)(F)F)cc1,0%,-2%,7%,6,i,.,?,36%,0%
Cc1ccc(NC(=O)CCC(=O)NNC(=O)c2cccs2)c(C)c1,10%,0%,7%,6,i,-11%,1%,17%,11%
CSc1ccc(CN(C)C(=O)C(c2ccccc2)c2ccccc2)cc1,-4%,7%,4%,-22,i,-18%,?,?,-5%

# Hits appear at their usual frequency. About 11% of those tested had a hit in this group.
